# Compound activity deposited in PubChem by The Scripps Research Institute Molecular Screening Center.
# FBW7 activator – activators of human E3 ligase FBW7. normalized activity (activation), % at 26.1 µM. AlphaScreen FBW7–phospho-cyclin E peptide binding, activator screen. 650,000 compounds, 0.13% hits; in the data active = normalized activity above about 1.9%;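 also: purified mutant Fbw7 with reduced substrate affinity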
# Target sequence (Q969H0 whole entry, looked up): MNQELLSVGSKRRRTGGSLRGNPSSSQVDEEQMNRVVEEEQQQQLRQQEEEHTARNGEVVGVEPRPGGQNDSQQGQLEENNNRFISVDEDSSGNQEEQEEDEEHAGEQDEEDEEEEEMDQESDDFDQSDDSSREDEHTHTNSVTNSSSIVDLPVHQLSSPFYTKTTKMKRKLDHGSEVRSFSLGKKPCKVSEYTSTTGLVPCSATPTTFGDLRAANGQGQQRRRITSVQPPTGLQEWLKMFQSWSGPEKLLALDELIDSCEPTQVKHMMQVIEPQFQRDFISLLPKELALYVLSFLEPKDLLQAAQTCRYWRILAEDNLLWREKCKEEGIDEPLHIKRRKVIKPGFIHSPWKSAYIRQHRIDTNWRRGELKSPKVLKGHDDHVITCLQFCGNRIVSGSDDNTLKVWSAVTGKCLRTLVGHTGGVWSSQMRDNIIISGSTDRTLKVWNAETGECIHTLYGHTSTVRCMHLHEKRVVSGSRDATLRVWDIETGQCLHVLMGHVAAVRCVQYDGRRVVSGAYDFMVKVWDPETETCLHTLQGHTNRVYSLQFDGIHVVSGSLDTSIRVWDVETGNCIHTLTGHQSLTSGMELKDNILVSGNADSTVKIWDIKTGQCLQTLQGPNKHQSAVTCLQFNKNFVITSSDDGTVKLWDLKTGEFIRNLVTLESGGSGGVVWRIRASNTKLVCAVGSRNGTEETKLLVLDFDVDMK
# MITF primary – human MITF inhibition, primary screen; AlphaScreen MITF homodimerization, bead proximity signal; O75030; 650,000 compounds, 0.91% hits; inhibition, % at 2.6 µM; in the data active = inhibition above about 50%;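 also: 0% = vehicle wells with protein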
# GPR151 activ – human GPR151 activation. 650,000 compounds, 1% hits. PathHunter beta-arrestin GPR151 cells, luminescence. Q8TDV0. activation, % at 11.2 µM. AID 1508602; in the data active = activation above about 4.9%;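 also: 0% = median of compound wells and 100% = cells with positive control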
# TEAD-YAP inh – TEAD-YAP interaction inhibition; inhibition, % at 9.12 µM; 640,000 compounds, 1.4% hits; HEK-TIYL cells, TEAD-Gal4/YAP UAS-luciferase luminescence; in the data active = inhibition above about 32%;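 also: 0% = median of test compound wells and 100% = reference inhibitor wells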
# * hit, by the source's call. Compounds were not picked by outcome; 3.5% or so of the library scored in one or more.
SMILES	FBW7 activator	MITF primary	GPR151 activ	TEAD-YAP inh
CCOC(=O)C1=C(C)N=c2s/c(=C\c3cc([N+](=O)[O-])ccc3N3CCOCC3)c(=O)n2C1c1cccs1 (stereo not drawn)	0.2	12	-1.1	7
Cc1ccc(NC(=O)C2CCN(S(=O)(=O)c3ccc4[nH]c(=O)ccc4c3)CC2)c(C)c1	0.1	-1	-0.9	-1
Cc1ccc(NC2=NC3(CCCC3)N=C(N)N2)c(C)c1	0.2	-9	0.6	12
CCOC(=O)c1c(NC(=O)c2cc(-c3ccc(OC)cc3OC)nc3ccccc23)sc2c1CCCCCC2	0.1	10	0.6	0
CC(=O)c1cccc(Nc2nc(-c3cc4ccccc4oc3=O)cs2)c1	-0.1	0	0.0	-5
O=C(CCN1C(=O)c2ccccc2C1=O)NC1CCCC1	-0.1	-5	1.0	8
CN1CC=C(/C=C/c2ccc(N(C)C)cc2)CC1	-0.4	-9	-4.3	-29
O=C1NC(=O)/C(=C\c2cc(Cl)ccc2OCc2ccccc2)N1	0.2	11	4.1	-8
COc1ccc(-c2noc(NCc3ccc(Cl)cc3)n2)cc1OC	0.0	4	-0.5	-3
CC(=O)Nc1cccc(/C(C)=N/NC(=O)C(N)=O)c1	0.1	7	-0.3	-2
COc1ccc2c(c1)COC1(CCN(C(=O)CC3(CC(=O)O)CCCC3)CC1)O2	0.1	4	-0.1	-1
C/C(=N\Nc1ccc(C)cc1)c1ccc(-n2ccnc2)cc1	0.2	9	1.7	-9

# Continuation:
SMILES	FBW7 activator	MITF primary	GPR151 activ	TEAD-YAP inh
Cc1ccc(CN2CCN(Cc3ccc4nsnc4c3)CC2CCO)o1 (stereo not drawn)	0.1	12	3.5	4
O=c1[nH]cnc2c1[nH]c1ccc(Br)cc12	0.0	-2	-0.7	0
O=c1c[n+]([O-])c2ccccc2n1OCc1ccc([N+](=O)[O-])cc1	0.1	5	0.2	-4
O=C(O)c1ccc(NCc2ccccc2)cc1	0.1	-12	-3.1	-3
CCN1CCN(Cc2cc([N+](=O)[O-])ccc2O)CC1	0.2	11	-0.9	7
C#CC(C)(C)OC(=O)CCCCCCC(=O)OC(C)(C)C#C	0.9	9	-0.5	-50
COc1cc(C2/C(=C(/O)c3ccc(Cl)cc3)C(=O)C(=O)N2Cc2cccnc2)ccc1O (stereo not drawn)	-0.1	2	0.4	-4
CC(C)=CC(=O)N1CCC(n2nccc2NC(=O)C2CC2)CC1	0.0	7	0.6	4
CC1CN(C(=O)CCC(=O)N2CCN(C)CC2)c2ccccc2O1 (stereo not drawn)	0.4	3	4.5	7
O=C(CN(Cc1ccc(F)cc1)C(=O)CCC(=O)Nc1ccccn1)NCC1CCCO1 (stereo not drawn)	0.1	10	2.3	-7
O=C(c1ccccc1Cl)N1CCN(c2ccc(Nc3ccccn3)nn2)CC1	-1.2	10	0.3	9
Cc1nc2sc3c(c2c(=O)n1N)CCCC3	0.2	7	1.7	-10

# (next part)
SMILES	FBW7 activator	MITF primary	GPR151 activ	TEAD-YAP inh
O=C(/C=C/c1cccc([N+](=O)[O-])c1)c1ccc(O)cc1	0.0	0	-0.4	13
CCCCc1ncc(CN2CCC3(CCC(CNC(=O)c4ccccc4)O3)CC2)[nH]1 (stereo not drawn)	-0.2	84*	2.9	-6
c1ccc(-n2ncc3c(SCCC4OCCO4)ncnc32)cc1	0.1	1	-2.7	3
CCOC(=O)c1ccc(NC(=O)c2ccc[n+]([O-])c2)cc1	0.1	6	0.3	2
C=CCN1CC(C(=O)N2Cc3ccccc3OC(CCCC)C2)CC1=O (stereo not drawn)	0.1	3	1.7	9
CN1C(=O)CSC1=Nc1cccc(C(=O)O)c1	-0.1	-1	1.0	8
C[C@H](Cn1nnc2ccccc21)NC(=O)c1n[nH]c(=O)c2ccccc12	0.0	-4	0.8	0
CCOC(=O)c1ccc(NC(=O)CSc2nc3ccccc3c(=O)n2CC2CCC(C(=O)NCc3ccco3)CC2)cc1 (stereo not drawn)	0.1	7	-1.1	14
Cc1ccc(C)n1-c1ccc(Oc2ccc(Cl)cc2)cc1	-0.1	3	0.4	12
CCN(CC)C1=C(C(=O)c2ccccc2)N(CC(=O)c2ccc(C)cc2C)S(=O)(=O)c2ccccc21	-0.2	9	0.7	14
CC1CCN(C(=O)Nc2ccc(F)cc2)CC1	0.0	-5	7.2*	-19
O=[N+]([O-])c1ccc(C2=NS(=O)(=O)c3ccccc3N2)cc1	0.1	13	-0.7	-26

# Following part:
SMILES	FBW7 activator	MITF primary	GPR151 activ	TEAD-YAP inh
O=C(N/N=C/c1ccccc1O)c1sc2ccccc2c1O	0.0	8	0.5	-2
CC(=O)Nc1ccc(Nc2ncnc3nc(-c4ccccc4)[nH]c23)cc1	0.1	16	0.1	5
CC1=C(C(=O)N2CCCCC2)C(c2ccc(Br)cc2)C2=C(CC(C)(C)CC2=O)N1 (stereo not drawn)	0.0	5	-0.7	-5
CCC1Oc2nc3ccccc3cc2CN(CCOC)C1=O (stereo not drawn)	-0.2	-7	-1.2	-3
COC(=O)C1=C(C)NC(=O)NC1c1ccccc1OCc1ccccc1 (stereo not drawn)	0.2	8	3.4	-22
COc1ccc(OC)c(NC(=O)CN2C(=O)NC(C)(c3ccc4c(c3)OCCO4)C2=O)c1 (stereo not drawn)	0.0	-8	-0.1	0
COc1ccc(Cl)cc1-c1nc(SCC(=O)N2CCc3ccccc32)n[nH]1	0.0	2	-0.1	-6
Cc1ccc(S(=O)(=O)c2nc(Nc3nncs3)sc2Cl)cc1	0.0	-11	0.2	1
CC(NC(=O)C1C2CCCCC21)c1ccccc1 (stereo not drawn)	0.0	9	0.4	0
NC(=O)C1CCN(S(=O)(=O)c2ccc([N+](=O)[O-])cc2)CC1	0.1	12	1.3	3
Cc1nnc2sc(NC(=O)c3ccc(F)cc3)nn12	0.0	-6	-7.1	-4
O=C(Oc1ccc([N+](=O)[O-])cc1)c1cccs1	0.1	21	0.8	-3

# Remaining list, next part
SMILES	FBW7 activator	MITF primary	GPR151 activ	TEAD-YAP inh
CC1(C(=O)OCc2cc(=O)oc3ccc4ccccc4c23)CC1(Cl)Cl (stereo not drawn)	0.1	10	-1.9	1
CC(CC(=O)O)CC(=O)NNC(=O)c1ccc(O)cc1 (stereo not drawn)	0.1	6	1.0	3
O=C(N/N=C/C=C\c1ccccc1[N+](=O)[O-])c1ccncc1	0.9	-1	0.6	1
N#Cc1ccc(NC(=O)COC(=O)c2ccc(I)cc2)cc1	0.3	5	0.2	-3
Cc1ccc(C(CC(=O)N2CCOCC2)c2ccc(OC(C)C)cc2)cc1 (stereo not drawn)	0.2	17	2.0	9
COCCn1c(SCC(=O)c2cc(OC)ccc2OC)nnc1C(C)C	-0.1	2	-0.5	-5
Cc1ccc(C(=O)C2CCCCC2)cc1	0.0	-7	-0.1	-6
Cc1ccc(-c2noc(-c3ccco3)n2)cc1	-0.2	0	-5.0	-7
CCC(C(=O)NCCC(C)C)n1nc(C)c2sc3ccccc3c2c1=O (stereo not drawn)	-0.1	-17	-0.1	-18
COCCn1c(=O)[nH]c(=O)c2cc(C(=O)c3cc(OC)ccc3O)cnc21	0.0	-5	-0.6	-4
O=C(Cc1cn(-c2ccc(Nc3ccncn3)nn2)c2ccccc12)Nc1ccc(N2CCOCC2)cc1	-0.3	13	-0.1	3
CCc1ccc(N2C(=O)C3CCCN3C2=S)cc1 (stereo not drawn)	-0.1	10	-0.5	-11

# A second format for some results above:
# Every second line gives: FBW7 activator, MITF primary, GPR151 activ, TEAD-YAP inh
- N#Cc1ccc(NC(=O)COC(=O)c2ccc(I)cc2)cc1
 : 0.3, 5, 0.2, -3
- Cc1ccc(C(=O)C2CCCCC2)cc1
 : 0.0, -7, -0.1, -6
- CC(CC(=O)O)CC(=O)NNC(=O)c1ccc(O)cc1 (stereo not drawn)
 : 0.1, 6, 1.0, 3
- COCCn1c(=O)[nH]c(=O)c2cc(C(=O)c3cc(OC)ccc3O)cnc21
 : 0.0, -5, -0.6, -4
- O=C(N/N=C/C=C\c1ccccc1[N+](=O)[O-])c1ccncc1
 : 0.9, -1, 0.6, 1

# More compounds
canonical_smiles	FBW7 activator	MITF primary	GPR151 activ	TEAD-YAP inh
COCC(=O)N1CCC(n2nnc3cc(F)ccc32)CC1	0.0	21	0.2	-7
O=C(NC1CC1)C1CCN(c2ccc(Nc3ccc(-n4ccnc4)cc3)nn2)CC1	-0.1	4	0.6	-36
Cc1cc(N/C=C\C(=O)c2cccs2)no1	-0.1	5	-1.7	-44
CS(=O)(=O)NCc1ccc(C(=O)NC2CCCCC2)cc1	0.1	17	0.3	-6
Clc1cccc(N2N=C(c3ccc(Br)cc3)CC2c2ccccc2Cl)c1 (stereo not drawn)	-0.1	-2	-0.8	5
CON(C)S(=O)(=O)c1ccc(Br)c(C(=O)O)c1	-0.1	-4	2.0	-1
c1ccc(CNc2nc3ccccc3n3nnnc23)cc1	-0.2	5	-1.4	-21
O=C(Nc1ccc(-c2cscn2)cc1)C1CCCN(Cc2nccs2)C1 (stereo not drawn)	0.2	7	-0.8	3

# One compound at a time (already shown). Order of values: FBW7 activator | MITF primary | GPR151 activ | TEAD-YAP inh
# Entry for CS(=O)(=O)NCc1ccc(C(=O)NC2CCCCC2)cc1 → 0.1 | 17 | 0.3 | -6
# Entry for O=C(Nc1ccc(-c2cscn2)cc1)C1CCCN(Cc2nccs2)C1 (stereo not drawn) → 0.2 | 7 | -0.8 | 3

# The list continues.
canonical_smiles	FBW7 activator	MITF primary	GPR151 activ	TEAD-YAP inh
CCN1CCN(c2cc(C)c3ccc(OC)cc3n2)CC1	-0.2	64*	0.8	-2
O=C(Nc1c2c(nn1-c1ccc(F)cc1)CSC2)C1(c2ccc(Cl)cc2)CCCC1	0.0	7	1.9	4
O=C(c1cccc(Br)c1)N1N=C(c2ccncc2)CC1(O)C(F)(F)F (stereo not drawn)	0.3	7	-0.8	-11
COC(=O)COc1nc(C)nc2c1sc1nc(C)cc(C)c12	0.0	-4	1.0	-2
Cc1cccc(NC(=O)C2CC(=O)N(c3ccc(Cl)cc3)C2)c1 (stereo not drawn)	-0.1	-1	1.5	6
CCC(C(=O)O)n1nnc(-c2ccc(-c3ccc(OC)cc3)cc2)n1 (stereo not drawn)	0.3	7	-1.0	-2
N#CC(C#N)=C(N)/C(C#N)=C/c1ccc(-c2ccc(C(=O)O)cc2)o1	-0.2	21	-0.5	6
COc1ccc(C(=O)NC2CCCCC2)cc1OC	-0.1	-6	1.3	-9

# (listing goes on)
canonical_smiles	FBW7 activator	MITF primary	GPR151 activ	TEAD-YAP inh
O=C(Cn1cc(C(=O)C(=O)N2CCOCC2)c2ccccc21)NCc1ccc2c(c1)OCO2	0.9	12	0.4	7
CCOc1cc(S(=O)(=O)NCCc2ccccc2)ccc1Br	-0.1	-14	1.0	5
O=C1CCCC2=C1C(c1ccc(Cl)cc1)Nc1ccccc1N2 (stereo not drawn)	0.6	17	-2.3	-10
COc1cc2c(NC(C)=O)c(C(=O)O)n(CC(C)=O)c2cc1OC	0.1	-6	0.1	-8
COc1ccc(N2CSC3=C(C#N)C(c4ccccc4OC)CC(=O)N3C2)c(OC)c1 (stereo not drawn)	0.0	9	-1.5	12
CCCCOC(=O)c1ccc(NC(=O)c2cc(OC)c(OC)c(OC)c2)cc1	0.1	11	-1.8	-1
O=Cc1s/c(=N\S(=O)(=O)c2ccccc2)n(CCCCl)c1Cl	0.0	0	-2.3	45*
CC(=O)N1CCc2cc(S(=O)(=O)NCc3ccccc3)ccc21	-0.1	13	1.4	10

# More entries:
canonical_smiles	FBW7 activator	MITF primary	GPR151 activ	TEAD-YAP inh
CC(C)(C)c1ccc(OCc2nnc3n2CCCCC3)cc1	0.1	-13	-0.5	-45
Cc1nc(N2CCCC2C(=O)NCc2ccccc2Cl)nc2ccccc12 (stereo not drawn)	0.0	-6	1.0	6
Cc1ccc(CN2CCNC(=O)C2CC(=O)NCCCOc2cccnc2)o1 (stereo not drawn)	-0.1	-12	0.4	-1
COc1ccc(OC)c(C2C(C(=O)c3cccs3)=C(O)C(=O)N2c2cc(C)on2)c1 (stereo not drawn)	-0.3	12	1.5	-9
CCC(=O)N(C1=C(Cl)C(=O)c2ccccc2C1=O)C(C)C	-0.1	-5	-0.9	5
COc1cc(OC)cc(C(=O)Nc2ccc(N3CCCCS3(=O)=O)cc2)c1	0.0	9	-3.6	-26
COc1ccccc1CNC(=O)Cc1csc(Nc2ccc(Cl)cn2)n1	0.0	14	1.9	3
COc1ccc(C(=O)Nc2ccc(-c3nc4ccccc4o3)c(O)c2)cc1[N+](=O)[O-]	-0.1	-3	0.7	-11
Cc1ccc(CNC(=O)CC2(CC3=NS(=O)(=O)c4ccccc4N3)CCCC2)cc1	-0.1	1	-1.1	9
COc1cccc(C(C(=O)NC2CCCC2)N(C(=O)Cc2cccs2)C2CC2)c1 (stereo not drawn)	0.0	0	-0.6	4

# Copied from the list.
# MITF primary result of C=CCN1CC(C(=O)N2Cc3ccccc3OC(CCCC)C2)CC1=O (stereo not drawn) stands at 3
# TEAD-YAP inh result of COc1ccc(OC)c(NC(=O)CN2C(=O)NC(C)(c3ccc4c(c3)OCCO4)C2=O)c1 (stereo not drawn) stands at 0
# FBW7 activator result of Cc1nnc2sc(NC(=O)c3ccc(F)cc3)nn12 stands at 0.0
# GPR151 activ result of CC(=O)Nc1ccc(Nc2ncnc3nc(-c4ccccc4)[nH]c23)cc1 stands at 0.1
# TEAD-YAP inh result of CCOc1cc(S(=O)(=O)NCCc2ccccc2)ccc1Br stands at 5
